Lipid droplet: modulators of hepatic lipid droplet formation; inhibition, % at 6.5 µM; AML12 mouse hepatocytes, oleate lipid droplets, BODIPY imaging; 0.4% of 240,000 active;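 active = lipid droplet intensity inhibited by at least 50%, with more than 500 cells counted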
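Assay system: AML12 mouse liver cells | Compound dosing: One dose, 6.5 µM compound | Read-out basis: Droplet intensity reduction, % inhibition | Measured by: Fluorescence imaging, 20x objective, two fields per well | Schedule: Overnight treatment with compound plus oleate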
Lipid droplet cells 6.5 µM: further read-out of Lipid droplet, marked with its call; cell count; measured here: cell count, cytotoxicity flag;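 cells counted across two imaged fields per well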
* marks the source's active call; other numbers are inactive results. A portion of the library; rates above refer to the full screens.

Start of the listing, in advance, three compounds:
no.	Molecule	Lipid droplet	Lipid droplet cells 6.5 µM
1	COc1ccc(N2CC(C(=O)OCC(=O)Nc3cccc(C)c3C)CC2=O)cc1 (configuration not stated)	-1.7	824
2	COc1nc(N(C)C)nc(N(C#N)S(=O)(=O)c2ccc(C)cc2)n1	2.6	824
3	CC(CN1C(C)CCCC1C)OC(=O)c1cccc(Br)c1 (configuration not stated)	1.5	717

All compounds of this part, from the start:
no.	Molecule	Lipid droplet	Lipid droplet cells 6.5 µM
1	COc1ccc(N2CC(C(=O)OCC(=O)Nc3cccc(C)c3C)CC2=O)cc1 (configuration not stated)	-1.7	824
2	COc1nc(N(C)C)nc(N(C#N)S(=O)(=O)c2ccc(C)cc2)n1	2.6	824
3	CC(CN1C(C)CCCC1C)OC(=O)c1cccc(Br)c1 (configuration not stated)	1.5	717
4	CSc1nc(C(=O)N2CCCC(Nc3ccc(C)c(C)c3)C2)cs1 (configuration not stated)	-11.6	826
5	Cc1cccc(NC(=O)CSc2nnc(C)c(C)n2)c1	-13.0	770
6	O=C(Oc1ccc(C(=S)N2CCOCC2)cc1)c1ccc([N+](=O)[O-])cc1	3.5	776
7	CC1CCN(c2ccc3nnc(CCC(=O)NCC(C)c4ccccc4)n3n2)CC1 (configuration not stated)	0.3	739
8	Cc1nc(N)c(C#N)c(-c2cccnc2)c1-c1ccccc1	-5.0	828
9	CC(=O)c1ccccc1NC(=O)COC(=O)/C(=C/c1ccccc1)n1nnnc1C	-1.5	561
10	CC(C)CN(CCCNC(=O)CN1N=C(c2ccc(Cl)cc2)CCC1=O)CC(C)C	-28.3	783
11	COc1cccc(NC(=O)C2C3C=CC4(O3)C2C(=O)N(CCN2CCCCC2)C4C(=O)NC2CCCCC2C)c1 (configuration not stated)	-23.6	737
12	CN1C(=O)c2ccc(C(=O)Nc3ccc(Br)cn3)cc2C1=O	5.5	838
13	Cc1cc(C)cc(NC(=O)c2ccc(N3C(=O)C4CCCCC4C3=O)cc2)c1 (configuration not stated)	1.5	849
14	CCN1CCN(CC(O)COC(c2ccccc2)c2ccccc2C)CC1 (configuration not stated)	-7.6	804
15	COCC(=O)NC1CC(C)(C)Cc2c1cnn2-c1ccc(F)cc1 (configuration not stated)	0.0	868
16	COc1cccc(CNC(=O)c2cccnc2Sc2ccc(C)cc2C)c1	-2.9	712
17	CN1CCc2c1nc1ccccc1c2N (tested in a mixture with another compound)	17.3	881
18	Cc1ccc(C(=O)OCC(=O)N2CCOCC2)c(C)c1	-9.4	820
19	CCc1ccc(NC(=O)C/C(C)=N/NC(=O)COc2ccc(C)cc2Br)cc1	-0.2	803
20	COc1cccc(CNC(=O)c2csc3c2CCCC3)c1	2.0	795
21	COc1cccc(OCc2cc(C(=O)NCCN3CCCCC3CO)no2)c1 (configuration not stated)	4.4	597
22	COc1cc(C(=O)Nc2ccc(NC(=O)c3ccccc3)nc2)cc(OC)c1OC	-11.7	726
23	O=C(NCCN1CCOCC1)c1cc(-c2cccc(O)c2)on1	6.5	805
24	CCc1cc2c(=O)n(-c3ccccc3)c(SCC(=O)O)nc2s1	8.7	842
25	Cc1ccc(C(=O)N/N=C/c2ccc(OC(=O)c3ccccc3Cl)cc2)cn1	-0.2	845
26	CN1C(=O)C(=O)/C(=C(/O)c2ccc(Br)cc2)C1c1ccc(F)cc1 (configuration not stated)	17.9	836
27	COc1cccc(NC(=O)[C@@H](NC(=O)N2CCn3c2nc2ccccc23)C(C)C)c1	-5.3	741
28	CC(C)c1ccc(N(CC(=O)NCCc2ccccc2)C(=O)c2csnn2)cc1	2.1	786
29	COc1cccc(CNC(=O)Cn2ccc3cc(S(=O)(=O)N4CCCC4)ccc32)c1	-5.4	788
30	CN(c1ccc(C(=O)NCc2ccccn2)cc1)S(=O)(=O)c1ccc(Cl)cc1	-2.5	673
31	NC(=O)c1c(NC(=O)c2c(F)cccc2F)sc2c1CCN(Cc1ccccc1)C2	-0.4	749
32	COc1ccccc1CN(C)CC(=O)Nc1cccc2ccccc12	-39.4	823
33	O=C(Nc1ccccc1Cl)C(=O)c1cn(CC(=O)N2CCOCC2)c2ccccc12	-1.0	725
34	Cc1ccc(NC(=O)c2ccco2)c(NC(=O)c2ccccc2)c1	0.4	827
35	C[C@@H](NC(=O)[C@@H]1Cc2ccccc2CN1C(=O)OC(C)(C)C)C(=O)NCc1ccco1	9.8	719
36	COc1ccc(S(=O)(=O)N(C)CC(=O)NCC2CCCO2)cc1OC (configuration not stated)	-0.3	785
37	CC(C)N1CCC(=NNC(=O)c2cccs2)CC1	0.2	710
38	COc1cc(C(=O)N/N=C/c2cccc(Oc3ccccc3)c2)ccc1O	-21.0	804
39	O=C(Nc1ccc(N2CCOCC2)cc1)c1cccc(-n2cnnc2)c1	-2.2	688
40	Nc1ccccc1N=Nc1ccccc1N	20.8	779
41	O=S(=O)(c1cccs1)N1CCN(c2ccccc2)CC1	13.9	748
42	COc1cccc(NC(=O)CCc2nnc3ccc(N4CCN(c5cccc(OC)c5)CC4)nn23)c1	-9.7	713
43	O=C(O)CCCN1C(=O)/C(=C\c2ccccc2OCc2ccccc2)SC1=S	-4.9	822
44	CC(C)c1ccc(NC(=O)[C@H](NC(=O)[C@@H]2Cc3ccccc3CN2)c2ccccc2)cc1	-5.3	719
45	C=CCc1ccccc1Oc1cc(F)nc(N)n1	-20.8	838
46	O=C(c1n[nH]c2c1CCC2)N1CCCC(Nc2cccc(F)c2)C1 (configuration not stated)	-2.9	825
47	CCOc1ccccc1/C=C\c1nc(O)c([N+](=O)[O-])c(=O)[nH]1	3.5	398
48	O=C(/C=C/c1cccs1)NC1CCCC1	5.9	816
49	Cc1c(NC(=O)c2ccc(Cl)c(S(=O)(=O)N3CCCCC3)c2)c(=O)n(-c2ccccc2)n1C	-10.1	783
50	COc1ccc(Nc2ncnc3sccc23)cc1OC	30.5	595
51	O=C(O)CC(NC(=O)C12CC3CC(CC(C3)C1)C2)c1ccc(F)cc1 (configuration not stated)	-5.6	634
52	COc1ccccc1CN1CC(C(=O)N2CCOCC2)CCC1=O (configuration not stated)	1.2	790
53	Cc1nn(CCC(=O)NCc2ccc(OC(C)C)cc2)c(=O)c2nn(-c3ccccc3)c(C)c12	-5.6	638
54	O=C(N/N=C/c1cccc(O)c1)c1cc(-c2ccccc2)nc2ccccc12	-17.9	820
55	CCc1ccc(NC(=O)CN(CC(=O)Nc2ccc(CC)cc2)CC(C)O)cc1 (configuration not stated)	-11.7	667
56	O=C(CNC(=O)c1ccc(Br)cc1)OCC(=O)c1ccccc1	-0.2	703
57	COc1ccc(COCC(O)CN2CCCCC2)cc1OC (configuration not stated)	-9.5	707
58	Cc1c(CCC(=O)N[C@@H](C)C(=O)O)c(=O)oc2cc3occ(-c4ccccc4)c3cc12	-4.9	791
59	Cc1noc(NS(=O)(=O)c2ccc(NC(=O)C(C)(C)C)cc2)c1C	-30.1	794
60	CN(C)CCO[C@@H](c1ccc(Cl)cc1)c1ccccn1	4.2	806

Additional structures follow.
no.	Molecule	Lipid droplet	Lipid droplet cells 6.5 µM
61	Cc1ccc(S(=O)(=O)NCCC(=O)NCc2cccnc2)cc1	2.4	660
62	COC(=O)c1ccc(Nc2nc(-c3ccncc3)nc3ccccc23)cc1	-1.2	697
63	CC(CN1C(C)CCCC1C)OC(=O)c1ccccc1Br (configuration not stated)	21.0	714
64	CC(C)c1ccc(C(C)NC(=O)C2CCCC2)cc1 (configuration not stated)	3.9	821
65	COc1ccc(OCC(=O)NNC(=O)C(=O)Nc2cc(OC)ccc2OC)cc1	0.8	739
66	CCC/C(O)=C1\C(=O)CC(C)(C)CC1=Nc1ccc(OC)cc1	-10.2	797
67	Cc1ccccc1OCC(=O)N1CCc2ccccc2C1	4.3	861
68	O=C(Nc1ccc2c(c1)OCO2)C1CCCCC1	-1.8	844
69	Cc1ccc2c(c1)N(CC(=O)Nc1ccccc1F)C(=O)CO2	4.0	778
70	O=C(CC1S/C(=N/N=C2CCCCCC2)NC1=O)Nc1ccccc1F (configuration not stated)	0.3	855
71	Cc1ccc(NC(=O)C2CCN(C(=O)c3ccco3)CC2)cc1C	5.0	803
72	O=C(O)C(Cc1ccccc1)NC(=O)C(c1ccccc1)c1ccccc1 (configuration not stated)	-6.3	836
73	Cc1ccc(C)c(OCC(=O)Nc2ccc(S(=O)(=O)Nc3onc(C)c3C)cc2)c1	3.0	683
74	COc1ccc(NC(=O)Cc2nnc(SCC(=O)c3ccccc3)n2C)cc1	-12.9	765
75	CSCCC(NC(=O)COc1ccccc1)C(=O)N1CCCC(C)C1 (configuration not stated)	-4.1	816
76	Cc1ccccc1CC(=O)NC1CCCc2ccccc21 (configuration not stated)	-8.7	820
77	COc1ccc(C(=O)Nc2ccc3ccccc3n2)c(OC)c1OC	-1.5	788
78	CC(NC(=O)CN(C)Cc1cccc(Cl)c1)c1ccccc1 (configuration not stated)	0.7	844
79	O=C(NCCCCl)C1CC(=O)N(CCc2ccc(F)cc2)C1 (configuration not stated)	7.2	791
80	CC1CCCCC1NC(=O)c1cn(C)c2ccc(S(=O)(=O)N3CCOCC3)cc2c1=O (configuration not stated)	-0.4	728

From compound 75 up to 80, as listed above:
no.	Molecule	Lipid droplet	Lipid droplet cells 6.5 µM
75	CSCCC(NC(=O)COc1ccccc1)C(=O)N1CCCC(C)C1 (configuration not stated)	-4.1	816
76	Cc1ccccc1CC(=O)NC1CCCc2ccccc21 (configuration not stated)	-8.7	820
77	COc1ccc(C(=O)Nc2ccc3ccccc3n2)c(OC)c1OC	-1.5	788
78	CC(NC(=O)CN(C)Cc1cccc(Cl)c1)c1ccccc1 (configuration not stated)	0.7	844
79	O=C(NCCCCl)C1CC(=O)N(CCc2ccc(F)cc2)C1 (configuration not stated)	7.2	791
80	CC1CCCCC1NC(=O)c1cn(C)c2ccc(S(=O)(=O)N3CCOCC3)cc2c1=O (configuration not stated)	-0.4	728

(list continues)
no.	Molecule	Lipid droplet	Lipid droplet cells 6.5 µM
81	COc1ccc(CNc2cccc(C)n2)c(O)c1	12.0	781
82	Cn1c(=O)oc2cc(S(=O)(=O)CCC(=O)Nc3ccccc3)ccc21	12.5	720
83	O=C1CSC(c2ccc([N+](=O)[O-])cc2)N1c1ccccc1F (configuration not stated)	6.1	804
84	O=C(c1cc(-c2ccccc2O)on1)N1CCCCCC1	26.5	746
85	Cc1ccc(CNS(=O)(=O)c2ccc3c(c2)n(C)c(=O)n3C)cc1	-0.9	846
86	CC(=O)N1CCCc2ccc(NS(=O)(=O)c3ccc(C)c(C)c3)cc21	-2.0	761
87	N=c1c(S(=O)(=O)c2ccc(Cl)cc2)cc2c(=O)n3ccccc3nc2n1CCc1ccccc1	-0.1	725
88	Cc1cc(F)ccc1S(=O)(=O)N1CCCOC1CNC(=O)C(=O)NCc1ccccn1 (configuration not stated)	9.7	679
89	Cc1ccc(CN2CCN(c3ccccc3)CC2)o1	75.1*	791*
90	Cc1c(OCC(=O)NCc2ccncc2)ccc2c3c(c(=O)oc12)CCCC3	-9.4	704
91	CCOc1ccc(CNS(=O)(=O)c2c(C)nc3scc(C)n3c2=O)cc1OC	-3.0	823
92	CCCCCOC(=O)c1ccc(NC(=O)c2cccc(NC(=O)c3ccccc3C(=O)O)c2)cc1	11.4	839
93	Oc1c(Br)cc(/C=N/Nc2ccc(Cl)nn2)cc1Br	-3.8	644
94	Cc1ccc(-n2ncc(C(=O)NCC3CCN(C4CCCC4)C3)c2C2CCN(C(=O)OC(C)(C)C)CC2)cc1 (configuration not stated)	2.0	717
95	Cc1ccc(C(=O)Nc2ccccc2[N+](=O)[O-])cc1S(=O)(=O)N1CCOCC1	-48.7	409
96	Clc1cccc(/C=N/N2CCN(Cc3ccccc3)CC2)c1	5.4	824
97	CN1CCN(c2nc3c(c(=O)n(C)c(=O)n3C)n2Cc2ccc(Cl)cc2)CC1	8.7	807
98	COc1ccc(Br)cc1/C=N/N1CCN(Cc2ccccc2Cl)CC1	-9.0	814
99	COc1ccc(OC)c2[nH]c(C(=O)N3CCC(C(=O)O)CC3)cc12	2.9	793
100	Cc1cc(Cl)ccc1OCC(=O)NNC(=O)c1cccs1	3.2	709
101	COc1ccc(OC)c(Nc2ncnc3ccc(Br)cc23)c1	-0.2	891
102	CC(Sc1ncnc2c1cnn2-c1ccccc1)C(=O)NCC1CCCO1 (configuration not stated)	-9.7	729
103	CC/C(=N\NC(=O)c1ccc2c(c1)OCO2)c1ccccc1	-5.5	808
104	O=C(O)CCn1c(Cc2ccccc2)nc2ccccc21	-0.7	818
105	Cn1c(O)c(N=NC(=O)CNC(=O)c2cccnc2)c2ccccc21	12.3	720
106	Cc1c(Br)c(O)c(Br)c(O)c1/C=N/n1c(-c2ccccc2)n[nH]c1=S	2.7	823
107	COc1ccc(-c2cc3c(=O)n(CC(=O)NCc4ccc(C)cc4)ncn3n2)cc1	-26.8	716
108	O=C(COc1ccc(F)cc1)Nc1ccc2c(c1)OCCO2	8.8	802
109	CCOc1ccccc1N=Nc1c(C)[nH]n(-c2ccccc2)c1=O	75.9*	866*
110	O=C(c1ccc(Cl)cc1)N1N=CCC1(O)c1ccc(Cl)cc1 (configuration not stated)	14.4	839
111	COc1ccc(/C(O)=C2/C(=O)C(=O)N(CCCN3CCOCC3)C2c2ccc(C(C)C)cc2)cc1 (configuration not stated)	-5.1	779
112	COC(=O)c1ccc(C(=O)Nc2nc3cc(N)c(C)cc3s2)cc1	28.0	861
113	COc1ccc(S(=O)(=O)N2CCOC2CNC(=O)C(=O)NCCc2ccccc2OC)cc1 (configuration not stated)	-0.4	707
114	Cc1cc(Br)cc(Br)c1OCC(=O)NNC(=O)CCC(=O)NCc1ccccc1	7.2	708
115	Nc1cccc2c1C(=O)N(CCOc1ccc(F)cc1)C2=O	-2.1	690
116	O=C(COc1ccccc1)Nc1ccc(C(=O)N2CCCC2)cc1	-2.4	663
117	OC(COc1ccc(OCC(O)CN2CCCCC2)cc1)CN1CCCCC1 (configuration not stated)	-3.0	810
118	COc1cc(-c2noc(C)c2C#Cc2nccn2C)cc(OC)c1OC	-2.4	717
119	COc1ccc(/C=N/NC(=O)CNC(=O)/C=C/c2ccco2)cc1OC	0.0	876
